Assay outcomes from PubChem BioAssay.
FLuc counter – counter-screen for miR-21 project: firefly luciferase inhibitors or activators. 360,000 compounds, 6.9% hits. P08659. purified FLuc, Km substrates, luminescence inhibition. Potency, µM (top dose mostly 57.5 µM), for inactives: at the highest dose activity change, negative = inhibition, usual class: inhibitors;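 note: potency is the fitted concentration of half-maximal effect; plate controls were vehicle for no effect and reference inhibitor for full effect; nearly all actives have a fitted effect of over 55% in size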
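Purified P. pyralis luciferase, 10 nM final, with Km-level 10 uM D-luciferin and 10 uM ATP in 50 mM Tris acetate pH 7.5, 10 mM Mg acetate, 0.01% Tween-20, 0.05% BSA; 6-point qHTS titration about 60 µM downward; luminescence read.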
ELG1 genotoxic – inducers of genotoxicity in HEK293T ELG1-luciferase cells | HEK293T ELG1-luciferase reporter, luminescence, 16 h | Potency, µM (top dose mostly 46 µM), inactives show top-dose activity change, positive = activation, actives largely listed as activators | 330,000 compounds, 1.3% hits | AID 504466; note: potency is the fitted concentration of half-maximal effect; % of control where 0% means no effect; nearly all actives have a fitted effect of over 60% in size
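Screening used a luciferase reporter fused to human ELG1 in HEK293T cells. Luminescence was read on a CCD plate imager after 16 hr exposure and 30 min ONE-Glo incubation.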
Rab9 prom act – activates the Rab9 promoter | AID 485297 | 320,000 compounds, 2.8% hits | Potency, µM (titrated, usually from 9.22 µM), inactives show at the top dose activation, negative = inhibition, actives largely listed as activators | Huh7 Rab9 promoter-luciferase reporter, luminescence, 24 h; note: potency is the fitted concentration of half-maximal effect; % of control where 0% means no effect; nearly all actives have a fitted effect of over 60% in size
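Luminescence from Amplite-detected luciferase (10 minutes, ambient) reports Rab9 promoter activation. Before that, stable Rab9-luciferase Huh7 cells (1500/well, reduced-serum OP-MEM I plus 10% FBS) were exposed to compound for 24 hours at 37C.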
p53 reactivator – restores transcriptional activity of mutant p53; H1299 p53-A138V BP100-luciferase reporter, luminescence, 24 h; 320,000 compounds, 0.063% hits; AID 504706; Potency, µM (series often up to 92.2 µM), for the others: at the highest dose activity change, positive = activation, usual class: activators; note: potency is the fitted concentration of half-maximal effect; % of control where 0% means no effect; nearly all actives have a fitted effect of over 45% in size
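p53-null H1299 cells stably carrying temperature-sensitive p53-A138V and a BP100-luciferase reporter were pinned with compounds (4-point, 1:5 series) and held 24 hrs at 37 deg C. Luminescence was read 10 min after detection reagent.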
NPC1 promoter act – activators of NPC1 promoter. Potency, µM (doses to about 9.22 µM), inactives show top-dose activation, most hits filed as activators. Huh7 NPC1 promoter luciferase reporter, 24 h. AID 485313. 320,000 compounds, 2.4% hits;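 note: potency is the fitted concentration of half-maximal effect; % of control where 0% means no effect; nearly all actives have a fitted effect of over 60% in size; reporter is driven by a mutant NPC1 promoter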
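Luciferase expression driven by the NPC1 promoter was measured in stably transfected Huh7 cells after a 24 h compound incubation, using a luciferase reagent and a luminescence read.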
Menin MLL FP TR – menin-MLL binding inhibition, Texas Red mutant peptide | O00255 | Menin + Texas Red MLL mutant peptide, fluorescence polarization | Potency, µM (doses to about 61.6 µM), inactives show at the top dose FP activity change, negative = inhibition, usual class: inhibitors | 270,000 compounds, 0.23% hits; active = well fitted inhibition curve with a large enough effect in the polarisation, with a control signal flat, not every such curve was filed as active; inconclusive = small, poorly fitted or top-dose-only effect, or effect the other way, or a change in a side signal; inactive = no such curve, though single readings can be large or run the other way; the % refers to the polarisation; note: potency is the fitted concentration of half-maximal effect; % of control where 0% means no effect; many of its hits are not listed in these tables
Gal4-VP16 FLuc – inhibits Gal4-VP16 luciferase reporter, ROR gamma counter-screen | AID 2546 | Potency, µM (highest dose often 53.6 µM), without a hit: top-dose activity, negative = inhibition, usual class: inhibitors | Drosophila S2 Gal4-VP16 UAS-luciferase, luminescence, 20 h | 310,000 compounds, 3.5% hits;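 note: Gal4-VP16 expression switched on by copper sulfate through the metallothionein promoter; potency is the fitted concentration of half-maximal effect; % is set by controls: 0 for no effect and ±100 for the full control effect; nearly all actives have a fitted effect of over 50% in size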
PKM2 activator – activators of human pyruvate kinase M2; AID 1631; purified PKM2, Kinase-Glo ATP luminescence, activation; response scale: 0% is enzyme alone, no compound; Potency, µM (top dose mostly 57.5 µM), inactives show at the highest dose activation, usual class: activators; 260,000 compounds, 0.34% hits; note: potency is the fitted concentration of half-maximal effect; % is set by controls: 0 for no effect and ±100 for the full control effect; nearly all actives have a fitted effect of over 55% in size
Target sequence (P14618 whole entry, looked up): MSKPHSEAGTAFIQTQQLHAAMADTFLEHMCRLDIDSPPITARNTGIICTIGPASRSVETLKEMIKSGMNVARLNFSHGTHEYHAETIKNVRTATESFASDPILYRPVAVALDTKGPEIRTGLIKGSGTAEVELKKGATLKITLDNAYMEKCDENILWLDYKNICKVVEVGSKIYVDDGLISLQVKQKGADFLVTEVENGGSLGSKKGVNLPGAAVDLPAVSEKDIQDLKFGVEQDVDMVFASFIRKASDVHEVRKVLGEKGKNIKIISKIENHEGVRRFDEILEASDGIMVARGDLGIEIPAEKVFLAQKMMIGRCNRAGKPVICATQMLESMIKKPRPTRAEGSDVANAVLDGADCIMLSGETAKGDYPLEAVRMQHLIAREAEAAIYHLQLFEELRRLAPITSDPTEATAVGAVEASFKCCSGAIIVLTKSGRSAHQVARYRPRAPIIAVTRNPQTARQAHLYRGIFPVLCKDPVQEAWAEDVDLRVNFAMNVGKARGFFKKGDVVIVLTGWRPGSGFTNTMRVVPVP
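hPK-M2, >95% pure; 0.1 mM ADP / 0.5 mM PEP final; imidazole pH7.2 buffer w/ 7 mM MgCl2, 50 mM KCl; 1 h RT; Kinase-Glo lum. Intermediate enzyme activity for dual inhibitor/activator qHTS.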
RORgamma inh – inhibitors of mouse ROR gamma transcriptional activity; P51450; Drosophila S2 Gal4-RORgamma UAS-luciferase reporter, 20 h; Potency, µM (titrated, usually from 53.6 µM), without a hit: top-dose activity change, negative = inhibition, hits mostly inhibitors; 310,000 compounds, 5.4% hits; note: potency is the fitted concentration of half-maximal effect; % is set by controls: 0 for no effect and ±100 for the full control effect; nearly all actives have a fitted effect of over 60% in size
Target sequence (P51450 whole entry, looked up, the tested form may be a part): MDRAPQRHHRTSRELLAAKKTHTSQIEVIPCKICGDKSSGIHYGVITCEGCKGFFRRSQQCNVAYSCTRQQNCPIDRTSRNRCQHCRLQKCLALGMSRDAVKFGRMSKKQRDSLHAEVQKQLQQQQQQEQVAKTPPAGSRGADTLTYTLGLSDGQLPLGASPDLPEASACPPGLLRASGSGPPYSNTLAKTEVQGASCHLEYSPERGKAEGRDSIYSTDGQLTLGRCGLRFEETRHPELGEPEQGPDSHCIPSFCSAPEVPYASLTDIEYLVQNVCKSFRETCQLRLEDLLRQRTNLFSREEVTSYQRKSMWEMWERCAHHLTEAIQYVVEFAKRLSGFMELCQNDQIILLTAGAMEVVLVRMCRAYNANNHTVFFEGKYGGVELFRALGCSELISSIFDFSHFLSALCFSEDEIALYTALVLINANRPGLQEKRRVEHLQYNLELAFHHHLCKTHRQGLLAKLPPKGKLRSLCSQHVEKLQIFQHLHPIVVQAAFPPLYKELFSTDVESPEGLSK
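Schneider cells (Drosophila), stable Gal4 DBD–ROR gamma + UAS-luc; 1 hr cmpd preincubation; Cu2+ induction 700 uM final; 20 hr ambient; luminescence.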
Giardia kill – kills Giardia lamblia; Giardia lamblia trophozoite viability; activity change, % at 7.66 µM, hits read low; 340,000 compounds, 0.15% hits; AID 540267; in the data active = activity change below about -80%; inconclusive = between about -30% and that limit;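 note: parasites exposed to compound for two days anaerobically before the ATP read; % is set by controls: 0 for no effect and ±100 for the full control effect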
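Killing of trophozoites was scored by loss of ATP luminescence after a 48 hrs anaerobic exposure to compounds at 37 deg C, using 100 cells per well.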
BRCA1 expr act – BRCA1 expression activation; MCF7-BRCA1-FFLuc reporter, luminescence, 48 h; response scale: scaled: vehicle 0%, 10 µM genistein 100%; Potency, µM (series often up to 46.1 µM), for the others: at the highest dose activation, most hits filed as activators; 380,000 compounds, 1.1% hits; AID 624202; note: potency is the fitted concentration of half-maximal effect; nearly all actives have a fitted effect of over 80% in size; some results filed as inactive show a strong effect at the top dose
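MCF7 cells carrying a BRCA1-firefly luciferase reporter (2000 cells/well, phenol-red free MEM) were attached for 2 h at 37 °C, then given compounds for 48 h. Luminescence was read 15 min after luciferase reagent; activity normalized to genistein (10 microM) and DMSO.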
Starred values were filed as active, the others as inactive; ? = inconclusive; . = not tested or not shown; [ ] = remark or other dose. Unless noted, calls come from the whole dose curve; as a rule, active = well fitted curve in the direction sought with a large enough effect; inconclusive = small, poorly fitted or top-dose-only effect, or another doubt; inactive = no such curve, though single readings can be large; an effect the other way counts as inactive or inconclusive. An excerpt (hit frequency here may not be typical).

SMILES	FLuc counter	ELG1 genotoxic	Rab9 prom act	p53 reactivator	NPC1 promoter act	Menin MLL FP TR	Gal4-VP16 FLuc	PKM2 activator	RORgamma inh	Giardia kill	BRCA1 expr act
CSc1nnc([C@@H](NC(=O)OC(C)(C)C)C(C)C)o1	3%	-1%	-8%	5%	21%	-8%	-3%	-3%	12%	2	-4%
OCCN(CC#CCC(O)(c1ccccc1)C1CCCC1)CCO (centres undefined)	2%	1%	0%	0%	2%	.	-6%	0%	26%	4	2%
CCS(=O)c1ccccc1C(=O)OC(C)C(=O)Nc1ccc(S(=O)(=O)N2CCCC2)cc1 (centres undefined)	-2%	5%	2%	-6%	1%	.	.	.	.	-15	-21%
O=C(Cn1ccc([N+](=O)[O-])n1)Nc1nccs1	1%	-1%	2%	11%	-1%	2%	-6%	1%	-3%	-1	-11%
O=C(CSc1nc(O)cc(=O)[nH]1)N1CCOCC1	-1%	0%	7%	1%	1%	26%	-1%	7%	1%	-10	-2%
COc1ccc(CCNC(=S)N2CCC(C(N)=O)CC2)cc1	-11%	1%	-5%	-4%	-11%	.	1%	-4%	-14%	8	0%
COc1ccc([C@H]2CC(=O)C=C(c3cc(C=O)ccc3OC)C2)cc1	-1%	0%	-4%	1%	1%	.	.	.	.	-12	-39%
O=S(=O)(c1cc(Cl)ccc1Cl)n1nnc2ccccc21	-3%	3%	4%	1%	-2%	-4%	4%	-10%	-10%	9	7%
CCN=C1SC(CC(=O)NCc2ccccc2)C(=O)N1CC (centres undefined)	0%	2%	-3%	-1%	-9%	-5%	-15%	0%	3%	18	0%
COC(=O)c1ccc(S(=O)(=O)N2CCCC2)o1	1%	-4%	-2%	-4%	-2%	25%	-1%	-1%	-10%	-7	4%
CSCCC(NS(=O)(=O)c1ccccc1F)C(=O)NCC(c1ccc(F)cc1)N1CCOCC1 (centres undefined)	2%	0%	-9%	-1%	-4%	.	.	.	.	16	-3%
CC(C)NC(=O)CSCc1c(F)cccc1Cl	-2%	-2%	0%	13%	-3%	-6%	-1%	7%	-25%	5	7%
CCOc1ccc(N/C(=C(/C(Cl)=C(Cl)Cl)[N+](=O)[O-])n2cncn2)cc1	?	7%	-2%	4%	5%	-11%	8%	-7%	-7%	.	.
CCOc1ccc(-c2[nH]ncc2Oc2cccc(OC)c2)c(O)c1	-2%	0%	-1%	0%	-5%	?	?	-1%	11µM*	-1	-42%
COc1cccc(C(=O)N2CCN(Cc3cc(Br)ccc3OC)CC2)c1	0%	-5%	-4%	-15%	-5%	-22%	11%	0%	12%	-6	-27%
COc1ccc2nc(SC(C)C(=O)NC3CCCCC3)[nH]c2c1 (centres undefined)	6%	-1%	-4%	1%	-3%	.	.	.	.	18	1%
NS(=O)(=O)c1ccc(CNC(=O)Cc2cccs2)cc1	2%	0%	-2%	1%	-4%	?	-7%	25%	-17%[1.91 µM]	-24	-2%
COc1ccc(CNC(=O)C2CCN(S(C)(=O)=O)CC2)c(OC)c1	1%	2%	13%	2%	-4%	8%	2%	5%	-12%	-4	-13%
CCN(CC)S(=O)(=O)c1ccc(C)c(NC(=O)CN2C(=O)NC3(CCCC3)C2=O)c1	0%	-7%	0%	-4%	-3%	.	-20%	.	20%	1	3%
Cc1cc(NC(=O)CSc2nccn2-c2cccc(C)c2C)no1	-7%	-5%	-9%	-2%	-6%	-10%	1%	0%	-4%	4	-21%
Cc1ccc(CN(C)C(=O)CCc2nc3sc4c(c3c(=O)[nH]2)CCCC4)o1	-5%	2%	5%	13%	-2%	15%	-18%	19%	?	-6	-27%
CC1(C)Cc2c(sc3[nH]c(=S)[nH]c(=O)c23)CO1	2%	0%	0%	-2%	1%	1%	?	-29%	8%	-18	1%
COc1ccc(C(=O)CC(=O)C(=O)Nc2cc(OC)c(OC)c(OC)c2)cc1	1%	-2%	-2%	14%	-10%	-1%	?	.	?	-13	-5%
O=C(OCc1nnc(-c2ccccc2)o1)c1ccc2c(c1)OCCO2	?	4%	10%	9%	18%	?	5%	-3%	-30%	-4	8%
COc1cccc(/C=C2\SC(=S)N(CCC(=O)N3CCCCC3)C2=O)c1	-17%	-15%	-16%	18%	-31%[inhibitor]	2%	5%	1%	-3%	16	-2%

Reprinted from the part before: 3 entries, followed by the next part.
SMILES	FLuc counter	ELG1 genotoxic	Rab9 prom act	p53 reactivator	NPC1 promoter act	Menin MLL FP TR	Gal4-VP16 FLuc	PKM2 activator	RORgamma inh	Giardia kill	BRCA1 expr act
COc1ccc(C(=O)CC(=O)C(=O)Nc2cc(OC)c(OC)c(OC)c2)cc1	1%	-2%	-2%	14%	-10%	-1%	?	.	?	-13	-5%
O=C(OCc1nnc(-c2ccccc2)o1)c1ccc2c(c1)OCCO2	?	4%	10%	9%	18%	?	5%	-3%	-30%	-4	8%
COc1cccc(/C=C2\SC(=S)N(CCC(=O)N3CCCCC3)C2=O)c1	-17%	-15%	-16%	18%	-31%[inhibitor]	2%	5%	1%	-3%	16	-2%
N/C(CS(=O)(=O)c1ccccc1)=N\OC(=O)c1ccc(F)cc1	6%	?	6%	?	-1%	.	26%	-8%	27%	-7	11µM*
O=C(NCc1cn2ccsc2n1)Nc1ccc(Cl)cc1	-1%	4%	1%	3%	1%	11%	0%	-7%	11%	11	28%
Cc1ccc(S(=O)(=O)N(CCC(=O)NCc2ccc(S(N)(=O)=O)cc2)c2ccccc2)cc1	2%	-1%	-1%	-9%	-1%	.	.	.	.	4	9%
CCOC(=O)C1(CC2CC2)CCN(C(=O)c2ocnc2C)CC1	?	17%	25%	9%	11%	-9%	?	2%	35%	-28	62%
CC1(C)C(=O)Nc2ccccc2N1C(=O)COC(=O)c1cc(S(C)(=O)=O)ccc1Cl	3%	0%	0%	7%	-1%	.	.	.	.	-1	-19%
Cc1ccc(-c2nc(C=Nc3ccc(O)cc3)c(O)o2)cc1	?	16%	-12%	9%	-20%	1%	7%	-8%	-5%	2	-20%
O=C(NCCCN1CCN(CCCNC(=O)c2ccc(F)cc2)CC1)c1ccc(F)cc1	3%	4%	-5%	?	-2%	-24%	-8%	-11%	-35%	-16	6%
O=C(CN1CCc2ccccc2C1)Nc1ccccc1C(=O)NC1CC1	.	1%	-4%	-7%	-2%	.	.	.	.	1	11%
O=C(O)c1ccc(N=Nc2c(-c3ccccc3)[nH]oc2=O)cc1	11µM*	17%	?	?	?	?	-9%	.	2%	5	?
COc1ccc(-c2nnc3ccc(SCC(=O)NCc4ccco4)nn23)cc1OC	-4%	2%	2%	1%	-1%	-8%	-7%	-1%	13%	31[activator]	-28%
Cc1cc2c3nonc3ccc2n1C	-5%	1%	2%	-9%	2%	8%	4%	-3%	11%	-5	0%
COc1nc(OCCNC(C)=O)nc(N(C)C)n1	-1%	-4%	-5%	-5%	-1%	-2%	-3%	1%	-9%	1	-2%
CCCc1cc(-c2n[nH]c(=S)n2CC)c2ccccc2n1	-8%	-4%	-7%	-16%	-1%	-8%	-6%	-14%	11µM*	7	-37%
CN(C)S(=O)(=O)Oc1ccsc1C(=O)Nc1cccc(Cl)c1Cl	-9%	-4%	-4%	1%	17%	20%	-2%	-2%	-31%	6	-61%
O=C(NNc1cc(N2CCCC2)nc(N2CCCC2)n1)c1ccc([N+](=O)[O-])cc1	-5%	-5%	-2%	3%	-9%	?	3.2µM*	-2%	1.4µM*	-20	-35%
CCOc1cccc2cc(C(=O)Nc3cc(C)on3)c(=O)oc12	3%[2.3 µM]	1%	7%	10%	6%	-12%	4%	2%	29%	1	13%
O=S(=O)(CS(=O)(=O)c1ccc(Cl)cc1)c1ccc(Cl)cc1	1%	5%	-1%	-2%	-1%	.	5%	-1%	2%	2	-12%
C=CCNC(=O)COC(=O)c1ccc(C)c(NC(=O)c2ccco2)c1	0%	0%	-3%	0%	-5%	10%	-1%	19%	5%	-3	-20%
COc1ccc(C(=O)N/N=C(\C)c2ccccn2)cc1OC	?	?	-30%[inhibitor]	?	-5%	-10%	0.56µM*	0%	0.35µM*	25	-79%[inhibitor]

Laid out differently: results already given
Below each SMILES – FLuc counter | ELG1 genotoxic | Rab9 prom act | p53 reactivator | NPC1 promoter act | Menin MLL FP TR | Gal4-VP16 FLuc | PKM2 activator | RORgamma inh | Giardia kill | BRCA1 expr act
CC(C)NC(=O)CSCc1c(F)cccc1Cl
 : -2% | -2% | 0% | 13% | -3% | -6% | -1% | 7% | -25% | 5 | 7%
CCOc1ccc(N/C(=C(/C(Cl)=C(Cl)Cl)[N+](=O)[O-])n2cncn2)cc1
 : ? | 7% | -2% | 4% | 5% | -11% | 8% | -7% | -7% | . | .
